GALK inhibitor: galactokinase (human) inhibition | Purified GALK, Kinase-Glo residual ATP luminescence | Potency, µM (series often up to 57.5 µM), for inactives: at the highest dose activity change, negative = inhibition, actives largely listed as inhibitors | hit rate 0.007% among 270,000; note: potency is the fitted concentration of half-maximal effect
Target sequence (P51570 whole entry, looked up): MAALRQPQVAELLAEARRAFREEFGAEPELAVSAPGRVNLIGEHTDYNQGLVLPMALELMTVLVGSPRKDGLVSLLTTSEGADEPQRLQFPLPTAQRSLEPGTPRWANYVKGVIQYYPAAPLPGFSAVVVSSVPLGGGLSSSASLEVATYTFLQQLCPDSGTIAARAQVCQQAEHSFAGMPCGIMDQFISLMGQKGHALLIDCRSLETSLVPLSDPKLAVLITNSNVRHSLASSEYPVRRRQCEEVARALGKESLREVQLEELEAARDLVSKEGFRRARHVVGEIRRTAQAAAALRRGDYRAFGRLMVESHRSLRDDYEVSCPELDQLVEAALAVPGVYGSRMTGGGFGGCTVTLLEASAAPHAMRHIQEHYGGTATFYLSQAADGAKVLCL
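Luminescence from leftover ATP (Ultra-Glo luciferase/luciferin) served as read-out after a 1 h room-temperature reaction of 5 nM GALK with 35 uM ATP and 100 uM galactose.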
KCNH2 3.1 inh: blocks the human KCNH2 3.1 channel isoform; AID 720553; hit rate 0.95% among 340,000; activity change, % (tested at about 1.8 µM); U2OS KCNH2 3.1, thallium flux FluxOr; stronger effect = lower value;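 active = maximum activity change below -70%; inconclusive = maximum activity change from -70% to -50%; inactive = maximum activity change above -50%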;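 note: thallium influx rate constant from kinetic fluorescence after stimulation buffer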
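Measured as rate of thallium-driven FluxOr signal in transduced U2OS cells carrying the 3.1 channel, read kinetically for 2 min upon stimulation; values are rate constants scaled to DMSO control wells.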
Eya2 phos inh: Eya2 (human) phosphatase inhibition; Potency, µM (series often up to 76.9 µM), inactives show at the highest dose activity, negative = inhibition, actives largely listed as inhibitors; O00167; recombinant Eya2, OMFP fluorescence dephosphorylation (OMFP is methylfluorescein phosphate); hit rate 0.006% among 330,000; AID 488837; note: potency is the fitted concentration of half-maximal effect
Target sequence (O00167 whole entry, looked up): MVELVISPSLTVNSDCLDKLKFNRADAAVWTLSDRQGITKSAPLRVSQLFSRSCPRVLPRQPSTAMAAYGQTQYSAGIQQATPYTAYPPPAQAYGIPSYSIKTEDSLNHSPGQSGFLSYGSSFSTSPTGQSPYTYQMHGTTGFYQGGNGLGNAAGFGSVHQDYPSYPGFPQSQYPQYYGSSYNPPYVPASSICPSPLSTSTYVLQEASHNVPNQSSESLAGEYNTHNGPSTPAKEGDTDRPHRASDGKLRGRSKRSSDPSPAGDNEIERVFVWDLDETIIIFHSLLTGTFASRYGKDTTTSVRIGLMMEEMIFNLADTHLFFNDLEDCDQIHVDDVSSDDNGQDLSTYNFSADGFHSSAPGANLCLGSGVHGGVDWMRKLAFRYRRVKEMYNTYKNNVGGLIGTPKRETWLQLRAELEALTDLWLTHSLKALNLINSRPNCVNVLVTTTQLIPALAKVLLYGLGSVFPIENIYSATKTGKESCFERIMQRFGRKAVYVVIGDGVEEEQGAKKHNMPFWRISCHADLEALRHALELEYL
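Eya2 (0.2 uM) preincubated 10 min at ambient with compound, then OMFP substrate added at 50 uM; 10 min reaction in 50 mM HEPES pH 7.5, 50 mM NaCl, 5 uM MgCl2, 0.05% BSA, 1 mM DTT. Fluorescence read at Ex 485/Em 525 nm.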
Giardia killer: kills Giardia lamblia | Giardia lamblia trophozoite viability | activity change, % at 7.66 µM, hits read low | hit rate 0.15% among 340,000; in the data active = activity change below about -80%; inconclusive = between about -30% and that limit;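 note: parasites exposed to compound for two days anaerobically before the ATP read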
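Killing of trophozoites was scored by loss of ATP luminescence after a 48 hrs anaerobic exposure to compounds at 37 deg C, using 100 cells per well.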
PKM2 activator: PKM2 (human) enzyme activation; purified PKM2, Kinase-Glo ATP luminescence, activation; response scale: 0% is enzyme alone, no compound; Potency, µM (series often up to 57.5 µM), without a hit: at the highest dose activation, hits mostly activators; P14618; hit rate 0.34% among 260,000; AID 1631; note: potency is the fitted concentration of half-maximal effect; nearly all actives have a fitted effect of over 55% in size
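Purified hPK-M2 (>95% pure) converted ADP (0.1 mM final) to ATP with 0.5 mM PEP in 50 mM imidazole pH7.2, KCl, MgCl2, Tween 20, BSA; 1 h at room temperature. ATP detected by Kinase-Glo luminescence.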
uPA surface inh: inhibitors of cell surface uPA generation; cell surface uPA generation assay, qHTS; Potency, µM (highest dose often 38.3 µM), for inactives: at the highest dose activity change, negative = inhibition, hits mostly inhibitors; hit rate 0.31% among 330,000; active = well fitted inhibition curve with a large enough effect; inconclusive = small, poorly fitted or top-dose-only effect; inactive = no such curve, though single readings can be large or run the other way; tested in mouse RAW 264.7 cells; note: potency is the fitted concentration of half-maximal effect; nearly all actives have a fitted effect of over 55% in size
Coupling enz: counter-screen for Giardia aldolase inhibitors: coupling enzyme system. coupling enzyme system counterscreen, AmpLite Red fluorescence. activity change, negative = inhibition, % at 58.2 µM, hits read low. hit rate 0.67% among 290,000; in the data active = activity change below about -30%
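Coupling enzymes only (glyceraldehyde-3-phosphate) + compound, at 57.5 uM final, 10 min RT; add substrate/coupling/AmpLite Red mix, 20 min RT; fluorescence ex 525/em 598 nm. Actives flag coupling-system interference.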
hERG WT inh: blocks the wildtype human KCNH2 potassium channel. Q12809. U2OS, BacMam KCNH2, thallium flux FluxOr; stronger effect = lower value. activity change, % at 1.84 µM. hit rate 0.37% among 340,000. AID 720551;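 active = maximum activity change below -70%; inconclusive = maximum activity change between -70% and -50%; inactive = maximum activity change above -50%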
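U2OS cells transduced with wild-type KCNH2 virus are loaded with FluxOr dye for 45 min, and thallium flux is measured in kinetic reads before and after stimulation buffer. Rate constants are normalized to DMSO controls.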
B2AR arrestin: recruits beta-arrestin to the human beta2-adrenergic receptor; beta-arrestin recruitment to beta2AR, cell-based reporter; Potency, µM (series often up to 46.1 µM), inactives show at the top dose activation, most hits filed as activators; hit rate 0.02% among 330,000;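 note: potency is the fitted concentration of half-maximal effect; 0% = DMSO controls and full agonism = EC100 isoproterenol or metaproterenol; nearly all actives have a fitted effect of over 65% in size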
BCR signal inh: inhibitors of chronic active B-cell receptor signaling. ABC-DLBCL IkBa-CBG/CBR reporter, luminescence ratio, 4 h. hit rate 0.05% among 340,000. AID 493014. Potency, µM (top dose mostly 46.1 µM), for inactives: at the top dose ratio change, negative = lower green/red ratio, usual class: inhibitors; active = well fitted inhibition curve with a large enough effect in the signal ratio, with a control signal flat, not every such curve was filed as active; inconclusive = small, poorly fitted or top-dose-only effect, or effect the other way, or a change in a side signal; the % refers to the signal ratio;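 note: potency is the fitted concentration of half-maximal effect; plate controls were basal doxycycline-induced cells for no effect and cells given 10 µM MG132 for full effect; MG132 reads +100%, hits lower the ratio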
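Compounds up to 46 uM were incubated four hours with TMD8 cells whose green CBG68 luciferase is fused to IkappaBalpha; red CBR luminescence normalised the signal, and concentration-effect curves were fitted to fusion, red and ratio data.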
USP2a block: USP2a (human) protease inhibition; USP2 core, Ub-CHOP2 coupled fluorogenic reporter, 485/531; Potency, µM (top dose mostly 38.3 µM), for the others: at the top dose activity change, negative = inhibition, most hits filed as inhibitors; hit rate 0.01% among 330,000; AID 463254;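 note: potency is the fitted concentration of half-maximal effect; plate controls were DMSO wells for no effect and full inhibition by NEM control for full effect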
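Cell-free coupled assay: 10nM USP2 core preincubated 30min RT with compound in Tris-HCl pH 8.0/CaCl2/CHAPS buffer, then 25nM Ub-CHOP2 and 25nM reporter substrate; fluorescence (Ex 485/Em 531) read after 60min RT, normalized to NEM inhibition, concentration-response curves fitted.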
Active calls of the source: *; ? = inconclusive; · = not tested or not shown; [ ] = dose if it differs, or a comment. Unless noted, calls come from the whole dose curve; as a rule, active = well fitted curve in the direction sought with a large enough effect; inconclusive = small, poorly fitted or top-dose-only effect, or another doubt; inactive = no such curve, though single readings can be large; an effect the other way counts as inactive or inconclusive. Unless noted, % is set by controls: 0 for no effect and ±100 for the full control effect.

SMILES	GALK inhibitor	KCNH2 3.1 inh	Eya2 phos inh	Giardia killer	PKM2 activator	uPA surface inh	Coupling enz	hERG WT inh	B2AR arrestin	BCR signal inh	USP2a block
Cc1nnc(SCCn2c(N3CC(C)CC(C)C3)nc3c2c(=O)n(C)c(=O)n3C)s1 (stereo not given)	0%	6	-3%	-11	-24%	0%	1	1	0.0%	0%	-5%
COc1cc(NC(=O)c2ncn[nH]2)cc(OC)c1OC	1%	-4	-5%	11	-19%	1%	0	-1	5.0%	-3%	1%
O=C(NN1C(=O)NC2(CCCCC2)C1=O)c1ccc(-c2ccc(Cl)cc2)o1	·	-4	1%	-4	·	-6%	·	29	-2.2%	?	0%
Clc1ccccc1Cn1nnc2c(Nc3ccccc3)ncnc21	4%	-33	16%	9	18%	·	-3	22	-0.6%	?	4%
COc1ccccc1-n1c(SCC(=O)O)nnc1-c1ccc(S(=O)(=O)N2CCCCC2)cc1	-2%	6	5%	-17	-3%	·	7	-2	-0.2%	-1%	3%
COc1ccc2[nH]c3c(c2c1)CCN1C(=O)C(CC(=O)NC(C)(C)C)C[C@H](C(=O)N2CCCCC2)[C@@]31C (stereo not given in full)	·	-6	8%	47[activator]	·	-4%	·	28	4.1%	?	2%
Cc1ccc(NC(CC(=O)c2ccccc2)C(=O)O)cc1Cl (stereo not given)	0%	-2	-13%	-29	2%	-1%	-5	-20	0.2%	?	1%
CC(OC(=O)[C@@H]1CCCN1C(=O)c1cccs1)C(=O)Nc1cccc([N+](=O)[O-])c1 (stereo not given in full)	·	-31	2%	-22	·	9%	·	4	0.2%	0%	1%
Cc1ccc2c(c1)/C(=C/c1ccco1)C(=O)N2	3%	12	6%	15	0%	-1%	-1	-2	-0.1%	12%	-5%
COc1cc(NC(=O)COc2ccc(Br)cc2)ccc1NC(=O)C(C)C	-4%	-14	8%	0	1%	2%	-3	5	-0.2%	3%	3%
Cc1ccc(SC(C)C(=O)Nc2ccccc2-c2ccccc2)cc1 (stereo not given)	·	3	-14%	-8	-2%	0%	-6	0	-0.2%	5%	-1%
CC(=O)N1CCN(C(=O)c2ccc(S(=O)(=O)Nc3ccccc3F)cc2)CC1	·	8	-4%	21	·	-10%	·	-3	0.2%	1%	2%
COc1ccc(CC(=O)Nc2ccc(N3CCCCC3)cc2)cc1	11%	0	-6%	0	-4%	-2%	0	-1	-0.7%	-7%	-1%
Cc1cc(C)nc(SC2CC(=O)N(c3ccc(Cl)cc3)C2=O)n1 (stereo not given)	-3%	-4	-4%	-4	19%	7%	-3	-19	-0.6%	-1%	-1%
CCCCn1c(=O)[nH]c(=O)c2c1nc(-c1ccccc1F)n2Cc1ccccc1OC	4%	0	-10%	-10	2%	·	3	-9	-0.5%	?	4%
Cc1cccc(OCC(=O)Nc2ccc3c(c2)nc(CCN2CCN(c4ccccn4)CC2)n3C)c1	0%	-15	1%	9	·	?	3	11	-0.2%	?	4%
COC(=O)C1=C(C(=O)OC)[C@@H]2N(C)c3ccc(OC)cc3[C@@]23C[C@@H](C(=O)OC)N(C(=O)CC(C)C)C3=N1	·	-26	·	3	-10%[11.5 µM]	-9%	-1	-2	·	·	·
Cc1cc(C)cc(-n2nnc(C(=O)NCc3ccc(Cl)cc3)c2N)c1	0%	-10	-28%	7	4%	-7%	0	-3	-0.2%	-20%	-1%
NC(=O)c1ccc(C2SCC(=O)N2CCc2ccccc2)cc1 (stereo not given)	·	-2	-7%	-7	·	3%	·	-3	-0.1%	0%	-3%
O=C(COC(=O)Cc1ccc(Cl)c(Cl)c1)Nc1ccc2[nH]c(=O)[nH]c2c1	·	0	-34%	18	·	2%	·	0	0.2%	13%	0%
CCOC(=O)COc1ccc(N)cc1CC(NC(C)=O)(C(=O)OCC)C(=O)OCC	12%	-14	-10%	-5	-3%	11%	-2	-2	-0.4%	-2%	-2%
Cc1cccc(Nc2nc(NCCCN3CCOCC3)nc(N)c2[N+](=O)[O-])c1	1%	-2	1%	-10	1%	11%	-2	-30	0.3%	-2%	-3%
O=S(=O)(c1ccc(F)cc1)N1CCN(C(=S)NCCc2ccccc2)CC1	5%	-13	-3%	-3	21%	-1%	·	-3	0.0%	6%	1%
CCOc1c(S(=O)(=O)NC2CC(C)(C)NC(C)(C)C2)ccc(Cl)c1Cl	-1%	-5	-4%	-16	5%	-11%	1	30	0.1%	-1%	3%
COc1ccc(-n2c(=S)[nH]c3cc(C(=O)N4CCN(c5ccccc5)CC4)ccc3c2=O)c(OC)c1	15%	-7	-12%	20	-1%	2%	0	0	0.1%	3%	1%
COc1ccc(C(=O)Nc2c3c(nn2-c2ccc(Cl)cc2)CS(=O)(=O)C3)cc1	12%	-2	-16%	-3	-4%	6%	-2	15	-0.1%	-17%	5%
COc1cc(OC)cc(C(=O)N[C@H](C(=O)Nc2nnc(C3CC3)s2)C(C)C)c1	1%	-15	2%	-8	4%	0%	-1	0	-0.1%	?	2%
CC(C)c1ccc(OC(=O)c2cccc(S(=O)(=O)N3CCN(C)CC3)c2)cc1	-4%	·	-6%	6	1%	-2%	-1	5	-0.8%	3%	2%
Cc1ccc(OC(=O)c2cc3ccccc3o2)cc1	0%	-18	5%	-12	0%	9%	3	-1	-0.9%	?	1%
COc1cc(-n2c(=O)c3ccccc3n(CC(=O)c3ccccc3)c2=O)cc(OC)c1OC	-5%	0	4%	0	1%	-3%	4	2	0.0%	-9%	4%
O=C(c1cc2ccccc2o1)N(C1CC1)C1(C(=O)Nc2ccccc2)CCCC1	0%	-2	6%	-8	0%	1%	-1	-1	-0.7%	3%	2%
O=C(CSc1nc2cc(Cl)c(Cl)cc2[nH]1)c1ccc2c(c1)OCO2	-3%	8	-4%	-5	13%	0%	-5	3	-0.7%	8%	2%
COC(=O)Cc1c(C)nc(SCc2ccccc2)[nH]c1=O	-3%	5	-2%	3	·	-3%	0	-3	0.1%	8%	2%
CC(C)Sc1nc2c(cnn2-c2ccc(F)cc2)c(=O)[nH]1	3%	4	-28%	-15	-10%	7%	4	-9	0.5%	9%	2%
Cc1nc(CCNC(=O)CC2C(=O)NCCN2Cc2ccc(F)cc2)sc1C (stereo not given)	-4%	-2	-3%	-3	6%	3%	-6	7	-0.7%	?	3%
O=C(CCSc1ccccc1)Nc1ccc(S(=O)(=O)N2CCOCC2)cc1	1%	-2	-12%	2	-6%	-3%	1	-14	-0.4%	-8%	-6%
N/C(=N\OC(=O)N1c2ccccc2Sc2ccccc21)c1ccc(Br)cc1	·	-18	-8%	4	-5%	-6%	0	5	-0.7%	?	0%
O=C1c2ccccc2C(=O)N1c1nc(-c2cccs2)cs1	-9%	0	-2%	23	-24%	1%	4	-6	-1.7%	?	-1%
O=C(C1CCN(c2ccc(N3CCOCC3)nn2)CC1)N1CCc2ccccc2C1	-1%	7	-8%	-5	1%	·	2	-20	0.4%	-2%	4%
Cc1c(NS(=O)(=O)c2cc(C(=O)NCc3ccco3)cc(Cl)c2Cl)c(=O)n(-c2ccccc2)n1C	·	4	6%	-16	·	5%	·	-4	0.0%	25%	-1%
COc1ccc(-c2nc(CSCC(=O)NCCCN3CCCC3=O)c(C)o2)cc1	-1%	-1	-2%	-5	·	1%	1	4	-0.3%	9%	-1%
Fc1cccc(NC(=S)Nc2cccc3ccccc23)c1	7%	10	-3%	11	4%	-3%	·	-18	0.3%	-11%	-9%
CN1CCN(c2cc3c(cc2F)c(=O)c(C(=O)O)cn3CCF)CC1	2%	10	-9%	-20	3%	1%	1	-28	1.0%	9%	3%
CCOc1cc(C(=O)NC)cc(Br)c1OCc1ccccc1	-1%	-17	-3%	-11	-1%	6%	0	-2	0.1%	12%	-2%
CCn1nc(C)c(CN2CCC(n3nccc3NC(=O)CCCc3ccccc3)CC2)c1C	4%	0	-1%	32[activator]	-1%	-13%	·	-14	-0.1%	-6%	0%
NC(=O)COC(=O)/C=C/c1cccc(Br)c1	12%	-1	-6%	12	?	5%	1	-1	-0.9%	8%	0%
O=C1N(Cc2cccc(Cl)c2)C[C@@H]2C[C@@H](c3cccn3-c3cccnc3)N3CCC[C@@]123	1%	-1	3%	2	4%	3%	0	5	-0.4%	18%	9%
CN1CCN(C(=O)Cn2ncc3c([nH]c4ccccc43)c2=O)CC1	-2%	10	3%	7	·	6%	·	1	0.3%	-4%	2%
COc1ccccc1-n1c(C)c2c(OC)cccc(=O)c2c1C	2%	11	3%	5	-9%	-1%	0	-4	-3.1%	-1%	4%
CC(C)(C)c1cc(S(=O)(=O)CCc2ccncc2)cc(C(C)(C)C)c1F	1%	-14	-3%	2	2%	9%	2	1	0.4%	2%	1%
